Screening results from PubChem BioAssay.
Diaph act CS: compounds boosting diaphorase resazurin reduction – biochemical, uHTS, resorufin fluorescence, counter-screen for diaphorase-coupled primary assays, primary screen | 190,000 compounds, 0.005% hits | Diaphorase/resazurin coupled assay, 16 min; stronger effect = higher value; 1 = vehicle wells, 0 = NADH-free wells | activation factor at 20 µM;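 active = diaphorase activity raised at least twofold by the compound at 20 µM; inactive = activation factor below 2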
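Material: purified diaphorase enzyme from Clostridium kluyveri; Also added: 0.114 mM NADH and 0.1 mM resazurin, final amounts; Doses: single compound dose of 20 µM, 1% DMSO final; Times: 16 min enzyme reaction, ambient temperature; Detection: resorufin fluorescence, excitation 544 nm, emission 590 nm; Measure: increased resorufin signal from activators or reducing compounds.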
TR-FRET SRC-2 ct: TR-FRET signal artefacts, primary screen, artefact control for PPARgamma SRC-2 agonist project, biochemical; TR-FRET artefact counter-screen; stronger effect = higher value; TR-FRET ratio at 8 µM; 200,000 compounds, 0.4% hits; AID 1049, 2008; in the data active = TR-FRET ratio above about 2000; also: inactives centre near 1500
PMI activator: activators of human PMI, primary screen, biochemical, fluorescence intensity, near-Km mannose 6-phosphate; Mannose-6-phosphate isomerase (Homo sapiens), P34949; 190,000 compounds, 0.005% hits; purified human PMI, coupled resazurin fluorescence, 20 min; stronger effect = higher value; 1 = vehicle control, 0 substrate-free wells; activation factor at 20 µM;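 active = activation factor of 2 or more at 20 µM, relative to plate controls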
PPARg SRC2 recr: agonists of PPARg-SRC-2 recruitment, primary screen, biochemical, HTS; 200,000 compounds, 0.34% hits; Peroxisome proliferator-activated receptor gamma (Homo sapiens), P37231; activation, % at 8 µM; PPARgamma LBD-SRC-2 recruitment; AID 1032, 2008; in the data active = activation above about 22%;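 also: 0% = vehicle and 100% = reference agonist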
Target sequence (P37231 whole entry, looked up, the tested form may be a part): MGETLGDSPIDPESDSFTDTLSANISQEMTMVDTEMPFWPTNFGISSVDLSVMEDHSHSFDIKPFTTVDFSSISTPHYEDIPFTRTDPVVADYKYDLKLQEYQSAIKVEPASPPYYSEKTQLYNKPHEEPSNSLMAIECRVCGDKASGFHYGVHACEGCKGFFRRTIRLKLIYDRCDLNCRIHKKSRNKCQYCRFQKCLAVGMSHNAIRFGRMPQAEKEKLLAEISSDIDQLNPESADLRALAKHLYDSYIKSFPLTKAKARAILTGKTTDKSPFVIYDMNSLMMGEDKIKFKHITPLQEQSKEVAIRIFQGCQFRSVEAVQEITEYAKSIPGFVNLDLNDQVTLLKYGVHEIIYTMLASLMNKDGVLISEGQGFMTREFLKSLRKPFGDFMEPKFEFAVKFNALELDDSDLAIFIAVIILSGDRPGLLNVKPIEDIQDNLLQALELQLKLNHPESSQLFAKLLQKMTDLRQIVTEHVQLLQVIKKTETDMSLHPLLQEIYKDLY
G6PDH CS: L. mesenteroides G6PDH inhibitors, counter-screen for G6PDH-coupled screening assays, biochemical, Leuconostoc mesenteroides enzyme | glucose-6-phosphate dehydrogenase [Leuconostoc mesenteroides] | Purified L. mesenteroides G6PDH, diaphorase/resazurin coupled fluorescence, 45 min | inhibition, % at 5 µM | 200,000 compounds, 0.12% hits | AID 1020, 2008; in the data active = inhibition above about 50%
Diaphorase inh: diaphorase inhibitors and chemical oxidizers, primary screen, counter-screen for diaphorase-coupled primary assays, biochemical, uHTS, resorufin fluorescence; inhibition, % at 20 µM; 190,000 compounds, 0.69% hits; diaphorase resazurin-to-resorufin fluorescence, NADH, 16 min; bacterial (C. kluyveri) enzyme, not human; AID 1217, 2008;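 active = primary screen inhibition at 20 µM above a set limit, cut at about 50% in these data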;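 also: plate controls were DMSO with full reaction for no effect and wells lacking NADH for full effect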
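Test system: bacterial diaphorase enzyme (C. kluyveri); Quantity: 0.14 U/mL diaphorase, enzyme working solution; Times: reaction incubation of 16 min at room temperature; Measured by: fluorescence of resorufin formed from resazurin, Ex 544/Em 590 nm; Benchmarks: positive control minus NADH, DMSO neutral control.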
S1P3 antag: S1P3 receptor antagonists, primary screen, cell-based | CHO S1P3 NFAT-BLA reporter, FRET fluorescence, antagonist mode | inhibition, % at 4.98 µM | 170,000 compounds, 0.27% hits;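 active = inhibition above the plate cutoff, the mean inhibition of test wells on that plate plus 3 SD, cut at about 28% in these data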;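 also: cells challenged with S1P at its EC80 of 0.8 µM; blue over green emission ratio from cleaved BLA substrate after 4 h stimulation; 0% = S1P-stimulated wells and 100% = unstimulated DMSO-only wells; some compounds past the cut are filed as inactive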
Target sequence (Q99500 whole entry, looked up): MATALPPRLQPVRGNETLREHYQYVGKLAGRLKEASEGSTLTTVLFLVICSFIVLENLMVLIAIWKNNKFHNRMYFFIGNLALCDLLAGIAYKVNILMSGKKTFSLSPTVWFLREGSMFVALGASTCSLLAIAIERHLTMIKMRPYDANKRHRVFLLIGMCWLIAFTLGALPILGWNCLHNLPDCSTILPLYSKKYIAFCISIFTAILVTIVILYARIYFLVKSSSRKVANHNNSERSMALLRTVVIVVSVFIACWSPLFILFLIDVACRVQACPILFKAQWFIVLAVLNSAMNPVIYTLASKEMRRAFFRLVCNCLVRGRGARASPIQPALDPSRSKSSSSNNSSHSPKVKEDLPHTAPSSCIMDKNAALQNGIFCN
PPARg SRC-3 ag: PPARgamma agonists recruiting SRC-3 coactivator, primary screen, biochemical. biochemical PPARgamma/SRC-3 coactivator recruitment assay. activation, % at 8 µM. 200,000 compounds, 0.26% hits. AID 731, 2007; in the data active = activation above about 23%;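 also: 0% = DMSO and 100% = reference agonist; some compounds past the cut are filed as inactive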
ROMK mod: ROMK potassium channel modulators, primary screen, cell-based, thallium flux, MLSMR library | Tet-inducible ROMK, thallium flux fluorescence; actives lie on both sides | B-score at 10 µM | AID 1918, 2009 | ATP-sensitive inward rectifier potassium channel 1 (Homo sapiens), P48048 | 130,000 compounds, 2% hits;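 active = signal ratio slope over the read window, or its plate-corrected B-score, at least 3 SD from the plate mean, either direction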;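 also: B-score of the F/F0 ratio slope over 7 to 12 s after thallium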
PPARg SRC-1 ag: PPARgamma agonists recruiting SRC-1 coactivator, primary screen, biochemical; activation, % at 8 µM; 200,000 compounds, 0.41% hits; Peroxisome proliferator-activated receptor gamma (Homo sapiens), P37231; AID 631, 2007; PPARgamma-SRC-1 coactivator recruitment biochemical assay; in the data active = activation above about 19%;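 also: 0% = DMSO and 100% = reference agonist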
PMI act hi M6P: human PMI activators, high substrate, primary screen, biochemical, fluorescence intensity, near-saturating mannose 6-phosphate | AID 1216, 2008 | coupled PMI enzyme assay, resazurin fluorescence, 20 min; stronger effect = higher value; 1 = untreated enzyme, 0 = substrate-free blank | activation factor at 20 µM | 190,000 compounds, 0.34% hits;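 active = activation factor of 2 or more at 20 µM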
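Test system: Human PMI in coupled enzyme assay | Input: 15 ng/mL PMI | Medium: HEPES-buffered pH 7.4 with magnesium and detergent | Compound: One concentration, 20 µM, in 1% DMSO | Incubation: Enzyme reaction with compound 20 min at room temperature | Detection: Diaphorase-driven resazurin-to-resorufin fluorescence, excitation 544, emission 590 nm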
An asterisk follows results filed as active; . = no result given. The order is random. About 3.3% of those tested had a hit in this group.

Start of the listing, in advance:
Below each SMILES – PPARg SRC-3 ag	ROMK mod	TR-FRET SRC-2 ct	PPARg SRC-1 ag	PMI act hi M6P	Diaphorase inh	PPARg SRC2 recr	G6PDH CS	Diaph act CS	S1P3 antag	PMI activator
- CCOc1cc(/C=N/Nc2nc(Nc3ccccc3)nc(N3CCCCC3)n2)ccc1OCC(=O)O
 : 2	0.63	1701	2	1.1	7	15	-2	0.9	-4	1.1
- COc1ccc(/C=C2/CCc3ccccc3C2=O)cc1OC
 : 3	-0.11	1405	5	0.7	15	1	5	0.8	-14	0.7
- Cc1cc(NC(=O)c2ccccc2F)ncc1NC(=O)c1cccs1
 : 1	-0.41	1710	0	1	7	-1	2	0.9	0	1
- COCCCNCCOCCOc1c(OC)cccc1OC
 : 0	.	1501	6	1	-2	5	5	1	-14	1

All compounds of this part, from the first entry:
Below each SMILES – PPARg SRC-3 ag	ROMK mod	TR-FRET SRC-2 ct	PPARg SRC-1 ag	PMI act hi M6P	Diaphorase inh	PPARg SRC2 recr	G6PDH CS	Diaph act CS	S1P3 antag	PMI activator
- CCOc1cc(/C=N/Nc2nc(Nc3ccccc3)nc(N3CCCCC3)n2)ccc1OCC(=O)O
 : 2	0.63	1701	2	1.1	7	15	-2	0.9	-4	1.1
- COc1ccc(/C=C2/CCc3ccccc3C2=O)cc1OC
 : 3	-0.11	1405	5	0.7	15	1	5	0.8	-14	0.7
- Cc1cc(NC(=O)c2ccccc2F)ncc1NC(=O)c1cccs1
 : 1	-0.41	1710	0	1	7	-1	2	0.9	0	1
- COCCCNCCOCCOc1c(OC)cccc1OC
 : 0	.	1501	6	1	-2	5	5	1	-14	1
- CCCc1nn(C)c(C(N)=O)c1[N+](=O)[O-]
 : 2	.	1717	0	1.1	7	-3	8	0.9	1	1
- COc1ccccc1OCC(=O)NCCC1=CCCCC1
 : 7	.	1811	17	1	4	5	-6	1	-5	1.1
- Brc1ccccc1-c1nc(-c2ccccc2)no1
 : 5	.	1595	3	0.9	16	0	-22	0.8	15	0.9
- COc1ccc(CN2C(=O)NC3(CCCC3)C2=O)cc1F
 : -4	0.3	1381	-1	0.9	12	-9	9	0.9	2	0.9
- Cc1cccc(OCc2nc(C#N)c(N3CC(C)CC(C)C3)o2)c1 (stereo not given)
 : 2	.	1562	3	1	16	6	-2	0.8	44	1
- O=C1CC(N2CCOCC2)C(=O)N1CCc1ccccc1 (stereo not given)
 : -2	.	1580	-8	0.9	9	6	1	0.9	-24	1
- CC(C)(Oc1ccc(Cl)cc1)C(=O)Nc1cccnc1
 : 4	.	1532	1	1	10	0	6	0.9	-44	1
- CCOc1ccc(C2C3=C(Nc4nc(N)[nH]c(=O)c42)c2ccccc2C3=O)cc1 (stereo not given)
 : -2	.	1524	8	0.7	17	-1	-24	0.8	-6	0.7
- CCOc1ccc(-n2c(=O)[nH]c3sc4c(c3c2=O)CCCC4)cc1
 : 6	0.16	1830	10	1	8	11	3	0.9	-20	1
- O=C(Nc1ccccc1)N1CCc2ccccc21
 : 5	-0.91	1474	-3	1.1	9	5	6	0.9	.	1.1
- COc1ccc(C2=C(C)CC(C)(C)NC2=O)cc1OC
 : 10	0.066	1644	3	1	13	-1	-4	0.9	-12	1
- COc1ccc(NC(=O)COC(=O)CCCc2c[nH]c3ccccc23)cc1
 : 1	-0.022	1593	5	0.9	15	6	11	0.8	.	0.9
- CSCCC1NC(=O)N(CC(=O)Nc2c(Cl)cc(Cl)cc2Cl)C1=O (stereo not given)
 : 5	1.1	1622	5	0.9	18	8	-6	0.8	.	0.9
- Cc1ccccc1N(CC(=O)NCCSC1CCCCC1)S(=O)(=O)c1ccccc1
 : 4	-0.031	1678	-2	1	23	1	1	0.8	.	0.9
- CCS(=O)(=O)c1ccc2oc(SCC(=O)NCCc3ccc(F)cc3)nc2c1
 : 0	.	1635	13	0.9	8	4	4	0.9	6	0.9
- Cc1ccc(-c2ccc(NC(=O)C3C4C=CC(C4)C3C(=O)O)cc2)o1 (stereo not given)
 : 12	-1.1	1636	11	1.3	-1	4	0	1	.	1.1
- C=CCOC(=O)CN1C(=O)c2ccccc2C1=O
 : 6	.	1494	3	1	6	4	0	0.9	5	1.1
- Cc1ccccc1OCc1n[nH]c(=S)n1-c1ccccc1
 : 1	0.12	1528	-8	1	1	0	4	1	0	0.9
- Cc1nnc(SCC(=O)c2cc(C)n(-c3c(C)n(C)n(-c4ccccc4)c3=O)c2C)s1
 : -3	.	1648	5	1	16	2	-1	0.8	-16	0.9
- COc1ccc(OC(C)c2nnc(N)s2)cc1 (stereo not given)
 : 9	1.3	1661	4	1.1	-14	7	12	1.1	-1	1.1
- N#CC1=C(SCC(=O)c2cc3ccccc3oc2=O)NC(=O)C(C#N)C12CCCC2 (stereo not given)
 : 8	.	1553	2	1.1	21	6	3	0.8	2	1
- COc1ccc(Cc2nn3c(Cn4nnc5ccccc54)nnc3s2)cc1
 : -8	.	1420	5	0.9	20	-6	-22	0.8	-4	0.6
- Cc1cccc2cc(CN(Cc3ccc(F)cc3)C(=O)C(F)(F)F)c3nnnn3c12
 : 0	.	1555	3	1	8	-1	-6	0.9	.	1
- COCCn1c(C)cc(C(=O)COC(=O)c2ccc(NC(=O)CC#N)cc2)c1C
 : 7	-0.81	1547	0	1	16	8	17	0.8	.	1
- COc1cccc(CN(C(=O)c2cc3ccccc3oc2=O)C2CC2)c1
 : -9	.	1578	0	0.9	16	5	-3	0.8	-31	0.9
- Fc1ccc(C(c2nnnn2C2CCCC2)N(Cc2ccco2)CC2CCCO2)cc1 (stereo not given)
 : -8	-0.22	1320	-5	1	18	-4	7	0.8	.	0.8

Other entries follow.
Below each SMILES – PPARg SRC-3 ag	ROMK mod	TR-FRET SRC-2 ct	PPARg SRC-1 ag	PMI act hi M6P	Diaphorase inh	PPARg SRC2 recr	G6PDH CS	Diaph act CS	S1P3 antag	PMI activator
- Cc1ccc(C)c(S(=O)(=O)Nc2ccccc2C(=O)Nc2ccc(S(=O)(=O)Nc3ncccn3)cc2)c1
 : 5	.	1496	3	1.1	7	0	2	0.9	-3	1.2
- CCC(NC(=O)/C(=C\c1ccc2c(c1)OCO2)NC(C)=O)C(=O)O (stereo not given)
 : 2	0.69	1678	6	1	7	-5	-2	0.9	2	0.9
- COc1cccc(NC(=O)CCS(=O)(=O)c2cccs2)c1
 : 5	0.94	1719	5	0.9	8	2	7	0.9	5	1
- COc1cc(C)ccc1S(=O)(=O)N1CCN(C23CC4CC(CC(C4)C2)C3)CC1
 : -12	-2.9*	1558	1	0.9	25	11	-1	0.8	.	0.8
- NC(=O)COc1ccc(-n2cnnn2)cc1
 : 4	-2.1	1702	1	1	8	3	3	0.9	0	1
- COc1ccc(CNCc2c(C(=O)N(C)C)nc3ccc(Cl)cn23)c(OC)c1
 : -1	0.46	1680	-4	0.9	5	2	17	0.9	5	0.9
- CCCN(CCC)C(=O)Cn1c(=O)n(CCCCC(=O)NC2CCCC2)c(=O)c2ccccc21
 : 5	.	1497	-7	0.9	18	4	-18	0.8	-63	0.9
- CCOc1ccc(Nc2ncnc(N)n2)cc1
 : -1	.	1622	0	1	13	6	-2	0.9	-6	0.9
- O=P(CCNCc1ccco1)(c1ccccc1)c1ccccc1
 : 3	.	1581	2	1	16	5	12	0.8	-20	1
- CC(C)C(=O)Nc1nnc(CCc2nnc(NC(=O)C(C)C)s2)s1
 : -12	.	1291	-10	1	9	-4	3	0.9	-39	1
- O=C(CSc1n[nH]c(-c2cccnc2)n1)Nc1ccccc1
 : -5	-0.38	1422	0	1	7	-4	2	0.9	.	1
- Cc1ccc(-c2n[nH]c(=S)n2/N=C/c2c(C)[nH]n(-c3ccccc3)c2=O)cc1
 : 6	1.6	1394	-2	0.9	21	-5	2	0.8	-24	1.1
- CCCC(C)NCC(=O)Nc1ccccc1-c1ccccc1 (stereo not given)
 : 0	-1.9	1578	-7	1	17	1	0	0.8	.	0.9
- O=C(Oc1ccc([N+](=O)[O-])cc1)c1cc(-c2ccccc2)nc2ccccc12
 : -2	.	1567	4	1	-2	3	5	1	.	1
- COCCNC(=O)CN(c1ccccc1OC)S(C)(=O)=O
 : -7	.	1596	4	1	8	4	-6	0.9	17	1
- Clc1ccc(/C(Cc2nc3ccccc3[nH]2)=N\Nc2ccccc2)cc1
 : 8	-1.3	1705	6	3*	0	4	19	1	5	1.8
- O=C(NC12CC3CC(CC(C3)C1)C2)N1CCN(C(=O)c2ccco2)CC1
 : 4	-0.51	1582	1	0.9	8	1	2	0.9	-13	1
- CCOC(=O)c1c(-c2ccccc2)csc1/N=C/C1C(=O)CCCC1=O
 : 4	.	1305	-3	0.6	30	-11	6	0.7	0	0.8
- Cc1nnc2sc(-c3ccc(NC(=O)c4cccnc4)cc3)nn12
 : 10	.	1549	3	.	.	1	.	.	-10	.
- CC(=O)c1cccc(CN2CCN(C(C)C)C(CCO)C2)c1 (stereo not given)
 : 6	0.19	1559	6	0.8	15	10	17	0.9	-7	0.8
- O=C1N(O)C2(C=CCCC2)/C(=N\O)C12CCCCC2 (stereo not given)
 : -6	-0.22	1650	-7	1	16	-1	-1	0.8	-36	1
- Cn1c2ccccc2n2c(=O)c(=O)n(CC(=O)c3ccc(F)cc3)nc12
 : 14	0.65	1655	3	1	19	10	3	0.8	.	1
- COc1ccc(N2CCN(C(=O)c3cccc(Br)c3)CC2)c([N+](=O)[O-])c1
 : 1	-0.58	1343	-4	0.9	28	-1	0	0.7	9	0.8
- O=C(CCc1ccc(Oc2cc([N+](=O)[O-])cc([N+](=O)[O-])c2)cc1)N1CCCCCC1
 : -4	-2.9*	1389	1	1	3	11	-26	1	-6	0.9
- COC(=O)c1c(NC(=O)C2CC(=O)NN2Cc2ccccc2)sc(C)c1C (stereo not given)
 : -1	.	1523	-5	0.8	17	2	4	0.8	.	0.8
